# Bioassay records: PubChem, The Scripps Research Institute Molecular Screening Center
# TEAD-YAP block: TEAD-YAP interaction inhibition. AID 1259422. HEK-TIYL cells, TEAD-Gal4/YAP UAS-luciferase luminescence. 640,000 compounds, 1.4% hits. inhibition, % at 9.12 µM; in the data active = inhibition above about 32%;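 also: 0% = median of test compound wells and 100% = reference inhibitor wells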
# MITF inh: inhibitors of human MITF. O75030. AlphaScreen MITF homodimerization, bead proximity signal. inhibition, % at 2.6 µM. 650,000 compounds, 0.91% hits. AID 1259374; in the data active = inhibition above about 50%;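 also: 0% = vehicle wells with protein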
# Target sequence (O75030 whole entry, looked up): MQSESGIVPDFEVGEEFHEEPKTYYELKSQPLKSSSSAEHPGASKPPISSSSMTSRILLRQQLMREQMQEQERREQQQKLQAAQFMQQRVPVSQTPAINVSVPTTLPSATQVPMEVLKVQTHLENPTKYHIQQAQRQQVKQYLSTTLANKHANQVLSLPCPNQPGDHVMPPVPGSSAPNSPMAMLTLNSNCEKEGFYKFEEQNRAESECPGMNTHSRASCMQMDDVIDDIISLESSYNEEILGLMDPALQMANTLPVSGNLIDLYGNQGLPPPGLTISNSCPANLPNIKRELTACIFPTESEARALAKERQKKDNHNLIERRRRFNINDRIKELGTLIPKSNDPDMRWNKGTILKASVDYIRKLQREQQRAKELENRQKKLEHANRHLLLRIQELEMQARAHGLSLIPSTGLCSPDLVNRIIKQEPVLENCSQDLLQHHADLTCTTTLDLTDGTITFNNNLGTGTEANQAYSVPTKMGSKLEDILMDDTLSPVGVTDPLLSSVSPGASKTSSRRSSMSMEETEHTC
# FBW7 activator: human FBW7 E3 ligase activation, primary screen; Q969H0; AlphaScreen FBW7–phospho-cyclin E peptide binding, activator screen; normalized activity (activation), % at 26.1 µM; 650,000 compounds, 0.13% hits; AID 1259310; in the data active = normalized activity above about 1.9%;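 also: purified mutant Fbw7 with reduced substrate affinity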
# GPR151 activ: activates the human receptor GPR151 | activation, % at 11.2 µM | AID 1508602 | Q8TDV0 | 650,000 compounds, 1% hits | PathHunter beta-arrestin GPR151 cells, luminescence; in the data active = activation above about 4.9%;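 also: 0% = median of compound wells and 100% = cells with positive control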
# Target sequence (Q8TDV0 whole entry, looked up): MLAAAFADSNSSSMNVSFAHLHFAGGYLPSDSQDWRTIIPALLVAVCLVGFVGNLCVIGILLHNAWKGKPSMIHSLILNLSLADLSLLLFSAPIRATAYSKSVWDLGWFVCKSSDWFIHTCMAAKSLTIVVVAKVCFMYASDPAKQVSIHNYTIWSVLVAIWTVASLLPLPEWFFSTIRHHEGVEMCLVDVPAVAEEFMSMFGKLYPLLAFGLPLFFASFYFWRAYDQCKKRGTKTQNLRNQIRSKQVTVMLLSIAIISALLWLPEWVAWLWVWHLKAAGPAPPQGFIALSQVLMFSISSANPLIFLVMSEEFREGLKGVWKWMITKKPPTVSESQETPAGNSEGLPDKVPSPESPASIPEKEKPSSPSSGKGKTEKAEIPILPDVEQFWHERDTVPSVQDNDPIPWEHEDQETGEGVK
# Numbers without * were called inactive. An unsorted share of the library; 3.5% or so of the library scored in one or more.
# Sequence of screens – MITF inh	GPR151 activ	FBW7 activator	TEAD-YAP block
COc1cc(NC(=O)c2cnc(-c3ccc(C(=O)NC4CC4)cc3)s2)cc(OC)c1OC
→ 9	-1.6	-0.1	-1
CCOC(=O)CNC(=O)N1CCC(CC2CCCCO2)(C(=O)OCC)CC1 (configuration not stated)
→ 5	-0.3	0.1	4
O=C1CSC(c2cccc(Cl)c2Cl)N1c1ccc2ccccc2c1 (configuration not stated)
→ 15	-0.7	0.1	-4
Cc1ccc(NC(=O)CCC(=O)NNC(=O)c2cccs2)c(C)c1
→ -6	0.0	0.1	-4
Nc1nc(Nc2ccc(-n3ccnc3)cc2)nc2c1ncn2C1CCCCC1
→ 5	-0.3	0.1	-18
COc1ccc(C)cc1S(=O)(=O)N(C)CC(=O)NC1CC1
→ 2	0.9	0.0	1
O=C(Cc1cccc2ccccc12)Nc1ccccc1-c1nc2ccccc2s1
→ 1	1.6	-0.1	5
Cc1cccc(CCNS(=O)(=O)c2cc(Br)cnc2N)c1
→ 9	0.4	0.1	-3
COC(=O)c1ccc(/C=C2/NC(=S)NC2=O)cc1
→ -1	0.3	0.1	-2
COc1ccc(NC(=O)COC(=O)c2ccc(CO)cc2)c([N+](=O)[O-])c1
→ 4	0.9	0.0	7
COc1cc(/C=C2/C(=N)N3N=C(CC(C)C)SC3=NC2=O)ccc1OCc1ccccc1F
→ 10	-2.0	0.3	-31
CC(C)(C)n1nc2c(c1NC(=O)c1ccccc1I)CS(=O)C2 (configuration not stated)
→ 4	-0.9	-0.1	5
Cc1ccc(C)c(NC(=O)C2CCCN2c2nnc(N3CCCC3=O)s2)c1 (configuration not stated)
→ 4	-0.3	0.2	6
CCc1nnc(NC(=O)CSc2nnc3c(C)cc4cc5c(cc4n23)OCCO5)s1
→ -9	2.3	0.1	1
NC(=O)c1ccc2nc(Nc3ccc(C(F)(F)F)cc3)sc2c1
→ 8	0.0	0.1	-10
O=C(CN1CCN(c2ccc(Cl)cc2)CC1)Nc1ccc(F)c(F)c1
→ 1	-1.7	0.1	6
CC(C)(C)c1ccc(S(=O)(=O)NCC(=O)N2CCN(C(=O)c3ccco3)CC2)cc1
→ -13	-1.1	0.8	0
OC(CN1C2=NCCCN2c2ccccc21)c1ccc2c(c1)OCO2 (configuration not stated)
→ 5	0.2	-0.2	3
COc1ccc(C(=O)Nc2ccccc2N2CCN(C)CC2)cc1Br
→ -7	-1.1	-0.1	10
Cc1ccc(-n2ncc3c(=O)n(CC(=O)Nc4ccccc4C(F)(F)F)cnc32)cc1C
→ 16	-0.4	1.2	-12
CC(NC(=O)NC1(c2ccccc2)CC1)C12CC3CC(CC(C3)C1)C2 (configuration not stated)
→ 15	-0.5	0.4	9
COc1ccccc1N1C(=O)CC(N2CCN(S(=O)(=O)c3ccccc3)CC2)C1=O (configuration not stated)
→ 22	-1.5	0.1	2
Cc1cccc(/C=C2\C(=O)NC(=O)N(c3cccc(Br)c3)C2=O)c1
→ -1	-1.9	-0.2	-4
OC1(C#CCN2CCCCC2)c2ccccc2C2CCCC21 (configuration not stated)
→ -29	1.2	0.0	-3
CCOC(=O)C(C)Sc1ccc2nnc(-c3ccc(OC)c(OC)c3)n2n1 (configuration not stated)
→ -2	0.1	-0.3	-11
CCc1ccccc1NC(=O)C(C)Oc1ccc(OC)cc1 (configuration not stated)
→ -1	0.3	-0.1	-3
COc1ccc(C2/C(=C(\O)c3ccccc3)C(=O)C(=O)N2CCN2CCOCC2)cc1 (configuration not stated)
→ -5	0.5	0.1	2
O=C(O)c1cc(=O)[nH]c2ccc(S(=O)(=O)O)cc12
→ 4	-0.4	0.7	5
CN(C)CCCOc1ccc(-c2cnc3c(n2)[nH]c(=O)n3Cc2ccccn2)cn1
→ 18	0.6	0.3	1
O=C(COc1ccccc1)NCC(=O)NC1=NCCS1
→ 7	1.1	0.2	0
CCOC(=O)c1c(NC(=O)c2ccc(C)cc2)sc(C(=O)Nc2cccc(OC)c2)c1C
→ -1	-0.7	-0.1	1
COc1ccc(/C=C2\C(=O)N(c3c(C)n(C)n(-c4ccccc4)c3=O)C(=S)N2C)cc1
→ 15	-0.5	0.0	7
CC1CCC(C(C)C)C(OC(=O)CCC(=O)OCC(=O)c2ccc([N+](=O)[O-])cc2)C1 (configuration not stated)
→ -5	1.1	-0.2	0
COc1ccc(CCNC(=O)c2c(O)c3cccc4c3n(c2=O)CC4)cc1
→ 5	-1.1	0.1	4
O=C(CCC1(Cc2cccs2)CCC(=O)N1)NCc1nc2c(s1)CCCC2 (configuration not stated)
→ 1	0.1	0.0	-4
Cc1cc(NC(=O)CSc2nc(N)cc(=O)[nH]2)no1
→ 3	0.8	0.1	-3
O=C(Nc1ccccc1[N+](=O)[O-])c1cc(S(=O)(=O)N2CCOCC2)cs1
→ 10	-1.6	0.0	3
CCOc1ccccc1/C=C1\SC(=S)N(C2CCS(=O)(=O)C2)C1=O (configuration not stated)
→ -6	0.5	-0.2	5
COc1ccc(Cc2nc3c4c(-c5ccccc5)c(-c5ccccc5)oc4ncn3n2)cc1
→ 10	-0.9	0.3	0
O=C(CN1C(=O)COc2ccc(Cl)cc21)Nc1ccccc1Cl
→ 10	0.6	-0.3	-7
O=C(NC1CC1)c1ccc(-c2nc(C(=O)NCc3ccccc3)cs2)cc1
→ 9	-1.4	0.5	2
O=C1COc2cc(S(=O)(=O)N3CCC(C(=O)NCc4ccc(F)cc4)CC3)ccc2N1
→ -16	-0.6	0.1	-8
Cc1csc(NC(=O)c2cc3c(s2)CCC(C)C3)n1 (configuration not stated)
→ -3	-5.8	-0.1	74*
CN1CCN(C(CN)c2ccc3c(c2)CCCN3C)CC1 (configuration not stated)
→ 27	-1.6	-0.2	6
CCCc1cc(=O)[nH]c(SCC(=O)NC(N)=O)n1
→ -3	-0.3	-0.1	-3
CCOC(=O)CN(c1ccccc1)C1SC(=O)N(Cc2cccc(C(=O)O)c2)C1=O (configuration not stated)
→ 9	-0.5	0.7	4
CC1(C)CC(NC(=O)Cn2nc(-c3ccccc3)c3ccccc3c2=O)CC(C)(C)N1
→ -3	0.1	-0.1	-6
O=c1cc(Nc2ccc([N+](=O)[O-])cc2)[nH]c(=O)[nH]1
→ 0	0.8	-0.2	-5
COc1ccccc1C1C(C(=O)Nc2cc(C)ccn2)=C(C)NC2=C1C(=O)CCC2 (configuration not stated)
→ 11	0.8	0.1	3
CCOC(=O)c1c(NC(=O)COc2ccc(Cl)cc2)sc2c1CCCC2
→ -9	-0.8	-0.1	4
Nc1nc(-c2ccccc2)[n+](-c2ccccc2)s1
→ 5	-0.8	0.0	-39
COc1ccccc1OCC(=O)NCCc1ccc2c(c1)CCCN2C
→ 5	1.9	-0.2	-11
CCOC(=O)N1CCN(CC(O)COc2ccc(C)cc2C(C)(C)C)CC1 (configuration not stated)
→ -6	-0.8	-0.1	-8
O=C(NCCSc1ncc(-c2ccc(F)cc2)[nH]1)c1ccc(F)c(F)c1
→ 1	2.1	-0.1	-7
CN(C)CCCNC(=S)Nc1ccc(OCc2ccccc2)cc1
→ 10	1.1	0.1	-11
CCCCn1c(CNC(=O)COc2ccc(Cl)cc2Cl)nnc1SCC(=O)Nc1sc2c(c1C(=O)OCC)CCC2
→ -3	-0.6	-0.1	-7
C#CCN1C(=O)S/C(=C/c2ccc(OC)c(Cl)c2)C1=O
→ 8	1.0	-0.1	-9
Cc1ccc(Cl)c(NC(=O)CN2CCNC(=O)C2)c1Cl
→ -8	-1.3	-0.2	1
O=C(O)CC(NS(=O)(=O)c1cccs1)c1cccc(Oc2ccccc2)c1 (configuration not stated)
→ -9	0.7	0.0	0
COc1ccc(/C=C/C(=O)Nc2sc3c(c2C(=O)NCC2CCCO2)CCCC3)cc1 (configuration not stated)
→ 5	-0.3	0.1	-3

# Next part:
# Sequence of screens – MITF inh	GPR151 activ	FBW7 activator	TEAD-YAP block
Cc1ccc(N(C)C(=O)N2CCN(S(=O)(=O)c3ccc(C)c(C)c3)CC2)cc1
→ 1	0.7	0.2	4
Cc1ccc(C)c(Oc2coc3cc(OC(=O)c4cccc(Cl)c4)ccc3c2=O)c1
→ -12	0.0	0.0	-15
O=C1c2cccc3cccc(c23)C(=O)N1CCCN1CCOCC1
→ 17	0.8	0.1	-34
COc1ccc(/C=C2\Oc3cc(OC(=O)c4cccnc4)ccc3C2=O)cc1
→ 21	-0.3	0.0	41*
CC(=O)Nc1ccc(C(=O)Nc2ccc(C(C)C)cc2)cc1
→ -11	-1.4	0.2	-15
Nc1cc(N2CCCC2CO)ncn1 (configuration not stated)
→ 13	0.3	0.4	3
NC(=O)c1ccc(NC(=O)CSc2ccccc2)cc1
→ -5	-1.0	0.2	-11
Cc1cc(-c2ccc(Cl)cc2)nc2cc(C(=O)Nc3ccc(Cl)cc3)nn12
→ 2	0.1	-0.3	-11
CCOc1ccc(N2CC(C(=O)NC(C)c3ccccc3)CC2=O)cc1 (configuration not stated)
→ 11	-1.9	0.0	0
O=C(CCn1ncc2ccccc21)N1CCc2c(nc(N3CCOCC3)[nH]c2=O)C1
→ 14	0.0	0.0	5
C=CCn1c(=O)c2ccccc2n2c(SCC(=O)N(C)C3CCCCC3)nnc12
→ -16	1.2	0.0	6
COc1ccc(-n2cc(C(=O)Nc3cccc(C(F)(F)F)c3)c3ccccc3c2=O)cc1
→ 11	-0.7	0.4	5
Cc1sc2nc(COC(=O)c3ccc(N4CCOCC4)c([N+](=O)[O-])c3)[nH]c(=O)c2c1C
→ 9	-0.2	-0.2	5
COc1cc(C(=O)N2N=C(C(F)F)CC2(O)C(F)F)cc(OC)c1OC (configuration not stated)
→ -3	1.2	-0.1	2
Cc1cc([N+](=O)[O-])cc(-c2nc3nc(-c4cc(C(C)(C)C)cc5c4CCC5(C)C)cn3[nH]c2=O)c1N
→ -8	0.6	-0.1	-7
CCOc1ccc(NC(=O)N2CCCC2C(=O)NC(C)C)cc1 (configuration not stated)
→ -17	0.8	0.0	-6
O=S(=O)(c1cc(Cl)ccc1Cl)N1CCN(c2ncccn2)CC1
→ 3	0.6	0.0	13
CCOC(=O)c1ccc(N2C(=O)C(CC(=O)Nc3ccc(OC)cc3)N(CCC34CC5CC(CC(C5)C3)C4)C2=S)cc1 (configuration not stated)
→ -2	0.1	0.0	-1
CC(C)(C)NCCOc1cccc(Cl)c1Cl
→ -13	-1.2	-0.1	-8
CC1=C(C(=O)OCc2ccccc2)C(c2ccc(O)cc2)NC(=S)N1 (configuration not stated)
→ 5	1.8	0.2	8

# Reformatted: results already given
COc1ccc(/C=C2\Oc3cc(OC(=O)c4cccnc4)ccc3C2=O)cc1
- MITF inh = 21
- GPR151 activ = -0.3
- FBW7 activator = 0.0
- TEAD-YAP block = 41*

CC(=O)Nc1ccc(C(=O)Nc2ccc(C(C)C)cc2)cc1
- MITF inh = -11
- GPR151 activ = -1.4
- FBW7 activator = 0.2
- TEAD-YAP block = -15

# Random excerpt: seven records from the list, in no set order.
# Sequence of screens – MITF inh	GPR151 activ	FBW7 activator	TEAD-YAP block
CCOC(=O)CNC(=O)N1CCC(CC2CCCCO2)(C(=O)OCC)CC1 (configuration not stated)
→ 5	-0.3	0.1	4
O=S(=O)(c1cc(Cl)ccc1Cl)N1CCN(c2ncccn2)CC1
→ 3	0.6	0.0	13
O=C(COc1ccccc1)NCC(=O)NC1=NCCS1
→ 7	1.1	0.2	0
CC(NC(=O)NC1(c2ccccc2)CC1)C12CC3CC(CC(C3)C1)C2 (configuration not stated)
→ 15	-0.5	0.4	9
Cc1cc(-c2ccc(Cl)cc2)nc2cc(C(=O)Nc3ccc(Cl)cc3)nn12
→ 2	0.1	-0.3	-11
Cc1cc(NC(=O)CSc2nc(N)cc(=O)[nH]2)no1
→ 3	0.8	0.1	-3
O=C1c2cccc3cccc(c23)C(=O)N1CCCN1CCOCC1
→ 17	0.8	0.1	-34

# Continued:
# Sequence of screens – MITF inh	GPR151 activ	FBW7 activator	TEAD-YAP block
O=C(Nc1ccc(F)c(Cl)c1)Nc1noc2c1COc1ccccc1-2
→ 14	-0.6	0.2	-3
O=C(NCC1CCCO1)C1CCN(C2CCN(C(=O)Cc3cccnc3)CC2)CC1 (configuration not stated)
→ -6	0.1	0.1	-11
Cc1ccc(NC(=O)c2cn(-c3ccc(C)c(C)c3)c(=O)c3ccccc23)c(Br)c1
→ 8	-1.3	0.1	0
O=C1C2C3C=CC(O3)C2C(=O)N1c1cccc(Br)c1 (configuration not stated)
→ 4	-1.3	-0.1	4
O=C(/C=C/c1ccccc1)Nc1ccc(S(=O)(=O)N2CCCCCC2)cc1
→ 7	-1.9	0.8	2
CN(C)CCn1c(=O)[nH]c(=O)c2c1ncn2C
→ 4	-0.9	0.6	-6
CCN(C(=O)/C=C/c1ccc2c(c1)OCO2)c1ccccc1
→ -19	-0.6	0.3	-23
Cc1cc(C)c(S(=O)(=O)NCC23C=CC(O2)C2C(=O)N(Cc4ccccc4)C(=O)C23)c(C)c1 (configuration not stated)
→ 4	1.3	0.0	8
O=C(CSc1nnc(CNc2ccccc2)o1)N1CCN(C(=O)c2ccco2)CC1
→ 1	0.3	0.2	-1
Cn1c(N)c(-c2ccccc2)c2ccc([N+](=O)[O-])cc2c1=O
→ 6	0.8	0.0	-1
Fc1ccccc1C1C=C(c2cccc(Br)c2)Nc2nc3ccccc3n21 (configuration not stated)
→ 2	1.1	-0.3	-79
O=C(NCc1nc(-c2ccccc2)no1)c1cc(Cl)ccn1
→ 2	2.2	0.0	2
O=C(NCCSc1ncc(-c2ccccc2)[nH]1)c1ccc(Br)o1
→ -7	-0.5	-0.3	-3
Cc1ccc(C)c(C(=O)NCc2cccs2)c1
→ -8	0.1	-0.1	2
